Assay outcomes as filed in PubChem BioAssay.
N370S GC: inhibitors or activators of N370S glucocerebrosidase for Gaucher disease. P04062. N370S GC spleen homogenate, 4MU-glucoside fluorescence. AID 2101. 330,000 compounds, 0.092% hits. Potency, µM (highest dose often 59.4 µM), for the others: top-dose activity change, negative = inhibition, actives largely listed as inhibitors;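 further: 0% = full enzyme activity and -100% = no enzyme basal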
TDP1 cell noCPT: qHTS for Inhibitors of human tyrosyl-DNA phosphodiesterase 1 (TDP1): qHTS in cells in absence of CPT; DT40 Tdp1-/- hTDP1 cells, no CPT, ATP luminescence, 48 h; Potency, µM (series often up to 46.2 µM), for the others: at the highest dose activity change, negative = growth inhibition, most hits filed as inhibitors; 420,000 compounds, 15% hits; further: nearly all actives have a fitted effect of over 55% in size
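Cells were dispensed at 400 per well, compounds added by pin tool, plates incubated ≥48 hr at 37 °C, then CellTiter-Glo added for 30 min at room temperature before luminescence reading. Line: DT40 Tdp1-/- complemented with hTDP1; camptothecin omitted.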
TDP1 block: blocks human tyrosyl-DNA phosphodiesterase 1 | 350,000 compounds, 0.28% hits | recombinant TDP1, AlphaScreen DNA substrate cleavage | Potency, µM (titrated, usually from 130 µM), for inactives: at the highest dose activity change, negative = inhibition, actives largely listed as inhibitors; further: nearly all actives have a fitted effect of over 40% in size
Target sequence (Q9NUW8 whole entry, looked up): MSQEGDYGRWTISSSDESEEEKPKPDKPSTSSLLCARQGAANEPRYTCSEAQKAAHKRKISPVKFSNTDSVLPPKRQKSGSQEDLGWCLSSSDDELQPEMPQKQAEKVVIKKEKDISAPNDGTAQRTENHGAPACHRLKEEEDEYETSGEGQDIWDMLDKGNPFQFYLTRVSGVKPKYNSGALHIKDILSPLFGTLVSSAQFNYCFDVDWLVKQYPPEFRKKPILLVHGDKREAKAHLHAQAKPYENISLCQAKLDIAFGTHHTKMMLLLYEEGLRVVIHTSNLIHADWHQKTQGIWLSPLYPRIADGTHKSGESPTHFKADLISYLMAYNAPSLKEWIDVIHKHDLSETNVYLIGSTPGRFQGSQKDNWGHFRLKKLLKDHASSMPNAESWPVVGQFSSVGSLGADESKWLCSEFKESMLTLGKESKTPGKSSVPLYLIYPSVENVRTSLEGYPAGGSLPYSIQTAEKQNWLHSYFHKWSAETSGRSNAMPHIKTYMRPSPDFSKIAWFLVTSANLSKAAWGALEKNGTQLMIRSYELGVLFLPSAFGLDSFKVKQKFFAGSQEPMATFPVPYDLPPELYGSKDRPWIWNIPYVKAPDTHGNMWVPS
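Steps: enzyme plus compound, 15 min RT; add biotin/phosphotyrosine-FITC oligonucleotide (15 nM final), react 5 min; add donor/acceptor beads (10 ug/ml final), 10 min; read AlphaScreen. Tdp1 at 1 nM final.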
* hit, by the source's call; ? = inconclusive; . = no result given; & = joins results of further samples; [ ] = dose if it differs, or a comment. The call rests on the fitted dose curve; in most records, active means well fitted curve in the direction sought with a large enough effect; inconclusive means small, poorly fitted or top-dose-only effect, or another doubt; inactive means no such curve, though single readings can be large; an effect the other way counts as inactive or inconclusive. Unless noted, on the % scale 0 is the no-effect control and ±100 the full control effect; potency means the concentration at half of the fitted maximal effect.

SMILES | N370S GC | TDP1 cell noCPT | TDP1 block
O=C(NC(=S)NC1CCS(=O)(=O)C1)c1cccc([N+](=O)[O-])c1 (stereo not given) | -11% | 42%[activator] | 3%
CNC(=O)/C(C#N)=C/c1c(N2CCN(c3cccc(Cl)c3)CC2)nc2c(C)cccn2c1=O | 4% | 12µM* | .
COc1ccc(NS(=O)(=O)c2cccc(C(=O)NCC(c3ccccc3)N(C)C)c2)cc1 (stereo not given) | -7% | -21% | .
C=CCn1c(=O)c(C(=O)NCCN(CC)CC)c(O)c2ccccc21 | -2% | -85% | 2%
CCOC(=O)N1CCC(N(CCOC)C(=S)Nc2cccc(SC)c2)CC1 | 5% | -12% | 3%
CCN1CCN(C(=O)CSc2cc(=O)n(CC)c3ccccc23)CC1 | -10% | -13% | 0%
CC(=O)OCCCCON1C(=O)c2ccccc2C1=O | -1% | 8% | 4%
CN(CC(=O)NCC1CCCCC1)S(=O)(=O)c1ccc(Cl)cc1 | -13% | -13% | 0%
CC1=C(C(=O)Nc2cccc(C(=O)NC(C)C)c2)SCCO1 | 5% | 8% | .
CCOC(=O)c1ccc(NC(=O)CCc2c(C)n(CC)c3cc(-c4ccccc4OC)nn3c2=O)cc1 | . | -12% | -1%
Cc1nnc(SCCC(=O)Nc2ccccc2Cl)o1 | 4% | -6% | 4%
O=C(O)c1ccccc1NC(=S)NC(NC(=O)c1ccccc1[N+](=O)[O-])C(Cl)(Cl)Cl (stereo not given) | 4% | 4% | -4%
O=C(O)C1CCCNC1 (stereo not given) | 8%&-1%&3% | 7%&1% | 3%
COc1ccc(C(=O)NC(=S)Nc2ccccc2N2CCOCC2)cc1[N+](=O)[O-] | -6% | 16µM* | 6%
Cc1c(CC(=O)NCCc2ccccc2F)c(=O)oc2c(C)c3occ(C(C)(C)C)c3cc12 | . | 16µM* | -2%
N#Cc1ccc(COC(=O)c2ccc(N3CCCC3)c([N+](=O)[O-])c2)cc1 | 10% | ? | 5%
O=C1OCCN1C(=O)[C@H]1[C@H](c2ccc([N+](=O)[O-])cc2)C(c2ccc(F)cc2)=NN1c1ccc(Br)cc1 | -8% | 15µM* | 2%[56.1 µM]
CCOc1ccc(N2CC(C(=O)NCc3ccccc3)CC2=O)cc1 (stereo not given) | 4% | 12% | 4%
Cc1ccc(-c2nc(CS(=O)(=O)CC(=O)NC3CCCCC3C)c(C)o2)cc1 (stereo not given) | -12% | ? | 4%
CCCc1cc(=O)n2[nH]c(SCc3ccc(Cl)cc3)nc2n1 | 0% | 3% | .
Nc1ccc(Sc2nc3ccccc3[nH]2)cc1 | 4% | 2% | 8%
Cc1ccc([N+](=O)[O-])c(C)[n+]1C | -9% | ? | -1%
N#Cc1ccsc1NC(=O)c1ccc(Cl)c([N+](=O)[O-])c1 | 12% | 2.3µM* | -8%
N#Cc1ccccc1OCC(=O)NCC(c1cccs1)N1CCOCC1 (stereo not given) | 0% | 10% | 3%
O=C(NC1CCCc2c1cnn2-c1ccc(F)cc1F)c1ccccc1N1CCOCC1 (stereo not given) | -1% | 23µM* | 3%[56.1 µM]
Continuation:
SMILES | N370S GC | TDP1 cell noCPT | TDP1 block
COc1ccccc1NCC(=O)NC(=O)NC1CCCCC1 | . | ? | 5%
O=[N+]([O-])c1ccc(OCCCn2cncn2)cc1 | -23% | -2% | .
CSCC[C@H](NC(=O)C1=NN(c2c(F)c(F)cc(F)c2F)C(=O)CC1)c1nc2ccccc2[nH]1 | 13% | 23% | .
Cc1ccc(-c2nnc(Nc3ccc(C(=O)N(C)C)cc3)c3ccccc23)cc1S(=O)(=O)N(C)C | . | 10µM* | -4%[12.3 µM]
Cc1ccc(Cl)cc1NC(=O)C1CC1c1ccccc1 (stereo not given) | 1% | 4% | .
COc1cccc(N(C(=O)c2snc(C(N)=O)c2N)C(C(=O)NCc2ccccc2)c2ccc(O)cc2)c1 (stereo not given) | 2% | 18µM* | 9%
O=C(NCc1ccccc1)N1CCC(Cc2ccccc2)CC1 | -3% | ? | 2%
Cc1ccc(CNC(=O)C(N=C2NS(=O)(=O)c3ccccc32)C(C)C)cc1 (stereo not given) | . | 1% | 0%[56.1 µM]
CC(C)NC(=O)c1nn2c(C(F)(F)F)cc(-c3ccco3)nc2c1Cl | -7% | ? | -3%
O=C(CNc1cccc(S(=O)(=O)N2CCCC2)c1)Nc1cccc(F)c1 | -8% | ? | -1%
CCSc1nsc(NC(=O)Nc2ccc(F)cc2F)n1 | -9% | 4.6µM* | 4%
COc1ccccc1CN=C1NC(=O)C(CC(=O)Nc2ccc(C(C)=O)cc2)S1 (stereo not given) | -17% | 0% | 1%
O=C(Oc1ccc[nH]c1=O)c1cccc(Cl)c1 | 2% | ? | -3%
O=C(NCC1CCCO1)c1ccc(S(=O)(=O)Nc2ccccc2F)cc1 (stereo not given) | -12% | ? | .
COc1ccc(C)cc1Nc1n[n+](-c2ccccc2)c(-c2cc(OC)c(OC)cc2Br)s1 | 21% | 16µM* | .
Cc1ccc(C)c(N(CC(=O)NC2CCCC2)C(=O)c2csnn2)c1 | 8% | 9% | 0%[0.0935 µM]
COCCN1CCN(C(=O)c2ccc3nc(Cc4ccc(OC)c(OC)c4)oc3c2)CC1 | -3% | 6.5µM* | 4%
O=C(CSc1nnc2ccccn12)Nc1ccc(S(=O)(=O)N2CCOCC2)cc1 | -5% | 0% | -2%
CC(=O)N1CCN(c2ccc(NC(=O)c3cc4ccccc4o3)cc2)CC1 | -6% | ? | 5%
CSCCC(NC(=O)c1ccco1)C(=O)N1CCCCCCC1 (stereo not given) | -2% | 0% | 0%
CCOC(=O)C1=C(C)N=c2s/c(=C\c3ccc(O)c([N+](=O)[O-])c3)c(=O)n2C1c1ccccc1OC (stereo not given) | -18% | 18µM* | .
Cc1ccc(C)c(OCCCC(=O)N2CCOCC2)c1 | -2% | 10% | 6%
Cc1cc(C)c(NC(=O)C2CCCN(S(=O)(=O)c3c(C)noc3/C=C/N(C)C)C2)c(C)c1 (stereo not given) | -5% | 3% | 9%
COC(=O)c1ccc(-n2c(C)cc(C(=O)COC(=O)C3=COCCO3)c2C)cc1 | . | ? | 4%
CCn1ncc(Br)c1C(=O)Nc1cc(C)cc(C)c1 | -6% | ? | 0%

A second format for 3 compounds above.
Cc1ccc(C)c(OCCCC(=O)N2CCOCC2)c1
  N370S GC: -2%	TDP1 cell noCPT: 10%	TDP1 block: 6%
CSCC[C@H](NC(=O)C1=NN(c2c(F)c(F)cc(F)c2F)C(=O)CC1)c1nc2ccccc2[nH]1
  N370S GC: 13%	TDP1 cell noCPT: 23%	TDP1 block: .
Cc1cc(C)c(NC(=O)C2CCCN(S(=O)(=O)c3c(C)noc3/C=C/N(C)C)C2)c(C)c1 (stereo not given)
  N370S GC: -5%	TDP1 cell noCPT: 3%	TDP1 block: 9%

Complete entries, looked up by structure:
COc1ccccc1NCC(=O)NC(=O)NC1CCCCC1 is listed as N370S GC = .; TDP1 cell noCPT = ?; TDP1 block = 5%
O=C(NCC1CCCO1)c1ccc(S(=O)(=O)Nc2ccccc2F)cc1 (stereo not given) is listed as N370S GC = -12%; TDP1 cell noCPT = ?; TDP1 block = .
O=C(CSc1nnc2ccccn12)Nc1ccc(S(=O)(=O)N2CCOCC2)cc1 is listed as N370S GC = -5%; TDP1 cell noCPT = 0%; TDP1 block = -2%

More structures follow.
SMILES | N370S GC | TDP1 cell noCPT | TDP1 block
O=C(Nc1ccc2nc(SCCOc3ccccc3Cl)sc2c1)c1ccco1 | . | ? | -1%
CCc1ccc(Nc2sc(C(=O)c3ccc(F)cc3)c(N)c2S(=O)(=O)c2ccccc2)cc1 | . | ? | 0%
CCC(=O)OC1(C)C(=O)C=C2C=C(CCCC(=O)OC)OC=C2C1=O (stereo not given) | -1% | -19% | 6%
CC(C)c1csc(CN2CCC(CO)(Cc3cccc(F)c3)CC2)n1 | -2% | 23µM* | 5%
Cc1ccc(OCC(=O)NCC(=O)OCc2cc(=O)n3nc(C(C)C)sc3n2)cc1 | . | 0% | 5%
O=C(N/N=C/c1c[nH]c2ccccc12)c1cc(-c2ccc(-c3ccccc3)cc2)n[nH]1 | 7%[12.8 µM] | ? | 6%
COc1ccc(OC)c2c1sc(=NC(=O)C1CCCCC1)n2C | 5% | -23% | -4%
CC(C)(C)c1ccc(-c2noc(CCC(=O)NCC3CCCO3)n2)cc1 (stereo not given) | 4% | ? | 0%
O=C(Nc1ccc(-c2nc3ccccc3[nH]2)cc1)c1ccccc1NS(=O)(=O)c1ccc(F)cc1 | -20% | -26% | 4%
Nc1c(C(=O)Nc2ccccc2)sc2ncc([N+](=O)[O-])cc12 | -14% | ? | -4%
Cc1cccc(CNC(=O)c2sc3ncnc(N(C)C4CCCCC4)c3c2C)c1 | . | 21µM* | 8%
O=C(O)CCN1C(=O)/C(=C\c2ccncc2)SC1=S | 1% | ? | 3%
CCOC(=O)[C@@H]1[C@H]2COc3ccccc3[C@H]2N2C(=O)N(c3cccc(F)c3)C(=O)[C@]12C | 28% | -1% | .
O=C(OCc1ccc(Cl)c(Cl)c1)c1cnccn1 | 4% | 4% | -4%
CCN(CC)S(=O)(=O)c1ccc2c(c1)nc(CN(C)C(=O)Nc1ccc(Cl)cc1)n2C | . | ? | 4%
COc1ccc(S(=O)(=O)NCc2ccco2)cc1-c1nnc2c3ccccc3c(C)nn12 | 10% | ? | 4%
COc1cc(OC)c(NC2=CC(=O)C(=O)c3ccccc32)cc1Cl | -1% | 18µM* | .
CC1(C)CC(=O)C2=C(C1)N1C(=C(C#N)C2c2ccc(Cl)cc2)N=C(N)c2ccccc21 (stereo not given) | 10% | 21µM* | 8%
Cc1cccc(/C=N/NC(=O)NC2CCCCC2)c1 | 10% | ? | -4%
N#CC(C(=O)c1ccccc1Cl)=C1SCCCS1 | 3% | ? | 7%
Cc1cc(C)n2nc(S(=O)(=O)NCCc3ccccc3)nc2n1 | 2% | 1% | -6%
O=C(Cn1nnc2ccccc21)N/N=C\c1cccs1 | 1% | -27% | -2%
COc1ccc(S(=O)(=O)Nc2ccc3c(c2)OCCO3)cc1Cl | 23% | ? | 0%
COc1cc2[nH]c(=S)n(NC(=O)c3ccccc3)c(=O)c2cc1OC | 3% | -7% | 3%
Cc1ccc(Nc2nnc(SCC(=O)N(C)C3CCS(=O)(=O)C3)s2)cc1 (stereo not given) | -2% | -29% | 8%

Structural class, those above with two or more sulfur atoms
SMILES | N370S GC | TDP1 cell noCPT | TDP1 block
O=C(NC(=S)NC1CCS(=O)(=O)C1)c1cccc([N+](=O)[O-])c1 (stereo not given) | -11% | 42%[activator] | 3%
CCOC(=O)N1CCC(N(CCOC)C(=S)Nc2cccc(SC)c2)CC1 | 5% | -12% | 3%
CCSc1nsc(NC(=O)Nc2ccc(F)cc2F)n1 | -9% | 4.6µM* | 4%
O=C(CSc1nnc2ccccn12)Nc1ccc(S(=O)(=O)N2CCOCC2)cc1 | -5% | 0% | -2%
O=C(Nc1ccc2nc(SCCOc3ccccc3Cl)sc2c1)c1ccco1 | . | ? | -1%
CCc1ccc(Nc2sc(C(=O)c3ccc(F)cc3)c(N)c2S(=O)(=O)c2ccccc2)cc1 | . | ? | 0%
O=C(O)CCN1C(=O)/C(=C\c2ccncc2)SC1=S | 1% | ? | 3%
N#CC(C(=O)c1ccccc1Cl)=C1SCCCS1 | 3% | ? | 7%
Cc1ccc(Nc2nnc(SCC(=O)N(C)C3CCS(=O)(=O)C3)s2)cc1 (stereo not given) | -2% | -29% | 8%

Continuation.
SMILES | N370S GC | TDP1 cell noCPT | TDP1 block
CCc1c(C#N)c(N)nc(SCC(=O)OCc2ccccc2)c1C#N | -1% | -9% | 3%
CC(C)NC(=O)N(C)C[C@H]1Oc2ccc(NC(=O)C3CC3)cc2C(=O)N([C@H](C)CO)C[C@@H]1C | . | 1% | 1%
Cc1ccc(NS(C)(=O)=O)c(C(=O)c2ccccc2)c1 | 5% | -5% | 3%
Cc1ccc(NC(=O)C2CC(=O)Nc3nncn32)cc1 (stereo not given) | -6% | -24% | -2%
O=C(NCc1cccnc1)NC1CC(=O)N(c2ccc3c(c2)OCCO3)C1 (stereo not given) | -12% | -6% | 0%
Oc1ccccc1/C=N/NC(=S)NC1CC2CCC1C2 (stereo not given) | ? | ? | 9%
COc1ccc(C(=O)COC(=O)C2CC3CCCC(C2)C3=O)cc1Br (stereo not given) | 0% | ? | .
CCn1nnnc1SCC(=O)N1c2ccccc2Sc2ccccc21 | 21% | ? | 5%
CCN1CCN(C(=S)Nc2ccc(C(C)=O)cc2)CC1 | -6% | 17% | 8%
COC(=O)CSc1nnc([C@H](Cc2ccccc2)NC(=O)OC(C)(C)C)o1 | -6% | -13% | 1%
O=S(=O)(/N=C/c1ccccc1O)c1cccs1 | 5% | -9% | 5%

The list is partial, so the mix of outcomes need not match the whole.
